# Bioassay records: PubChem, several laboratories
# MC4R antagonist: antagonists of human melanocortin 4 receptor (MC4R); MC4R-expressing cells, MTII-stimulated cAMP, LANCE TR-FRET; P32245; 360,000 compounds, 0.48% hits; AID 540295; inhibition, % at 6.5 µM;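 active means inhibition above its plate's cutoff, the mean of tested wells on that plate plus 3 SD, cut at about 29% in these data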;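 further: 0% = Melanotan II alone and 100% = Melanotan II plus saturating MCL0020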
#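 Assay system: U2OS cells stably expressing human melanocortin 4 receptor (MC4R) / Dosing: 6.5 µM / Timing: compound 30 min, challenge 1 h, detection 1 h / Measured by: Eu-cAMP/anti-cAMP TR-FRET, emission 671 nm / Replicates: singlicate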
# aDG glyco act: increases alpha dystroglycan glycosylation. Pro5-aDG cells, alpha-DG glycosylation AlphaScreen (IIH6); 0% Pro5, 100% B10-LARGE cell signal. 360,000 compounds, 0.22% hits. activation, % at 10 µM;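 active means activation of at least 8% versus controls, or a plate z-score of at least 8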;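 further: Pro5 are CHO cells carrying HIG-tagged alpha-DG that lacks glycosylation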
# HTR2A ag: agonists of mouse serotonin 5-HT2A receptor (HTR2A); P35363; CHO-K1 mHTR2A beta-arrestin complementation, luminescence; percent of 30 µM serotonin response; activation, % at 7.6 µM; 360,000 compounds, 0.66% hits; AID 624169;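 active means activation above a run cutoff, the mean activation of all tested compounds plus 3 SD, cut at about 14% in these data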;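 further: 0% = plate median of compound wells and 100% = 30 µM serotonin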
# ABCB6 inh MLPCN: human ABCB6 transporter inhibition; Q9NP58; 360,000 compounds, 0.19% hits; fluorescence ratio to DMSO, % at 10 µM; K562-ABCB6 porphyrin accumulation, flow cytometry, 1 h; stronger effect = lower value; AID 602162;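 active means fluorescence ratio to DMSO below 75%, the collection mean minus 3 SD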;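 further: signal is porphyrin accumulated inside mitochondria; 100% equals median channel fluorescence of DMSO control wells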
# Target sequence (Q9NP58 whole entry, looked up): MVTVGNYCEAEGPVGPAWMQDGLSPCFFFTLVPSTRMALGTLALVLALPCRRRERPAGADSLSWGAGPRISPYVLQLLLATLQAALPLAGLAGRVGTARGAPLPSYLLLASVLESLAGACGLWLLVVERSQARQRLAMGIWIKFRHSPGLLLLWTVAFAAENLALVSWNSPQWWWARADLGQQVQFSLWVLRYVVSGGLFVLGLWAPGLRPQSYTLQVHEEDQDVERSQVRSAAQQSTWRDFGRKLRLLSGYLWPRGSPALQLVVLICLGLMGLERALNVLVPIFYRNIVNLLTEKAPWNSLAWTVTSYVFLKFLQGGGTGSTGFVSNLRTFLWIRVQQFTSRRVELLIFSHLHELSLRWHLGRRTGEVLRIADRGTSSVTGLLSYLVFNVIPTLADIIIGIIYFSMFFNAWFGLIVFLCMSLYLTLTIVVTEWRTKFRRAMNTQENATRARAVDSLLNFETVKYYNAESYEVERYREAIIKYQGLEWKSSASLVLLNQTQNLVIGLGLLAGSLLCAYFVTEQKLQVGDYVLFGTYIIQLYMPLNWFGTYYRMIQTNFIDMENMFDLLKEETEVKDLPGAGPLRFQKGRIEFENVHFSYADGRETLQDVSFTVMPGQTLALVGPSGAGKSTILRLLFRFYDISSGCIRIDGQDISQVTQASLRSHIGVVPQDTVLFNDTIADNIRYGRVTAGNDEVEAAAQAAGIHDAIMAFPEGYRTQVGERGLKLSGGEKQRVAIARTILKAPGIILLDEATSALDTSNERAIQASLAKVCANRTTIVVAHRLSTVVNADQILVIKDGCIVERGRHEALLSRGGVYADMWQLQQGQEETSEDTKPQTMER
# MC4R barr agon: human MC4R agonism via beta-arrestin | P32245 | U2OS MC4R beta-arrestin complementation, luminescence; percent of melanotan II response, DMSO zero | activation, % at 8.9 µM | 360,000 compounds, 0.98% hits;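 active means activation above a per-plate cutoff, the mean activation of sample wells on that plate plus 3 SD, cut at about 8% in these data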
# Glyco luc inh: blocks N-linked glycosylation in D54 reporter cells; D54 ERlucT glycosylation luciferase reporter, 24 h; percent of 100 nM tunicamycin response; reporter increase, % at 12.5 µM; 360,000 compounds, 0.23% hits; AID 588692;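 active means mean luciferase reporter signal, scaled so untreated is 0 and the glycosylation-blocking control 100, at or above a set limit in every replicate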;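 further: luciferase carries N-glycosylation sites so blocking glycosylation raises the light; 0% = median of neutral control wells and 100% = median of 100 nM tunicamycin wells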
# H9c2 protect: modulators protecting cardiomyocytes from myocardial damage; H9c2 cardiomyocytes, H2O2 injury protection, ATPLite, 2 h; protection from H2O2 cell death, % at 20 µM; 360,000 compounds, 0.63% hits; AID 588492;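 active means compounds giving at least 50% protection of heart cells from peroxide-induced death in the single-dose screen, raw or plate-pattern-corrected value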;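 further: 0% = DMSO wells with peroxide and 100% = DMSO wells without peroxide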
# ABHD5-PLIN5 inh: inhibitors of human ABHD5-perilipin-5 interaction | 360,000 compounds, 0.78% hits | Split G. princeps luciferase complementation, luminescence, 4 h | AID 602281 | inhibition, % at 4 µM | Q00G26+Q8WTS1;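 active means inhibition above the mean inhibition across every tested compound plus 3 SD, cut at about 22% in these data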;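 further: 0% = DMSO only wells and the 100% control is not disclosed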
# Exocytosis inh: lytic granule exocytosis inhibition; inhibition, % at 10 µM; TALL-104 LAMP-1 surface exposure, flow cytometry; cells stimulated with thapsigargin and PMA; 360,000 compounds, 0.66% hits;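 active means inhibition above about 55%, limit read from the data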
# hiPSC survival: increases survival of single human iPS cells; hiPSC single-cell survival, ATPlite luminescence; 100% = ROCK inhibitor wells, 0% = DMSO; survival enhancement, % at 20 µM; 360,000 compounds, 0.044% hits; in the data active means survival enhancement above about 18%;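 further: cells exposed to compounds for 16 hours before the ATP read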
# An asterisk follows results filed as active; x = not tested or not shown. Rows are unselected; overall some 4.5% were active at least once.
SMILES,MC4R antagonist,aDG glyco act,HTR2A ag,ABCB6 inh MLPCN,MC4R barr agon,Glyco luc inh,H9c2 protect,ABHD5-PLIN5 inh,Exocytosis inh,hiPSC survival
Cc1cc(C(=O)N2CCCC(N3CCN(Cc4ccc5c(c4)OCO5)CC3)C2)n[nH]1 (stereo not drawn),6,0.1,0,89,-3.3,-2,-2,1,-7,0.5
Cc1ccc(NC(=O)c2cc(S(=O)(=O)N3CCCCC3)ccc2N2CCOCC2)cc1S(=O)(=O)N(C)C,11,-0.1,-4,95,-1.7,-4,3,-1,-2,-3.6
O=C(NNC(=S)NCc1ccco1)C(c1ccccc1)c1ccccc1,0,0.0,-3,103,-3.1,-2,3,-9,3,-1.4
CCNC(=O)C1(C)CCCN(Cc2csc(-c3ccccc3)n2)C1 (stereo not drawn),3,-0.2,-2,98,-0.9,-7,0,-2,-4,-1.2
CSc1ccccc1NC(=O)Nc1cccc(F)c1,-3,1.2,-7,102,1.2,-6,-7,-1,-3,6.9
COc1ccc(N(C(=O)c2ccco2)S(=O)(=O)c2cccc([N+](=O)[O-])c2)cc1,2,-0.1,4,96,0.4,1,-1,-1,0,3.4
COc1cccc(C2/C(=C(\O)c3ccc4c(c3)OCO4)C(=O)C(=O)N2CCN(C)C)c1OC (stereo not drawn),-2,-0.1,-8,111,-1.7,1,19,-4,5,-0.9
O=C(NC(c1ccc2c(c1)OCO2)c1ccccn1)C1CCN(CCOc2ccccc2)CC1 (stereo not drawn),5,-0.3,3,96,-1.6,0,9,9,-2,-1.3
O=C(NCCc1ccccc1)C(=O)NCC1OCCCN1S(=O)(=O)c1cc(F)ccc1F (stereo not drawn),4,-0.1,2,108,0.3,-3,2,0,-2,0.3
CC12CCC(C(=O)NNc3ccc([N+](=O)[O-])cc3)(OC1=O)C2(C)C (stereo not drawn),2,-0.1,1,103,-2.5,2,-1,2,0,-0.9
COc1cccc(C(=O)NN2C(=S)N(c3ccccc3)C(=O)C2CC(N)=O)c1 (stereo not drawn),3,-0.2,2,99,-1.1,-1,1,-5,5,-0.3
CCCCn1nc(NC(=O)c2cccs2)c2cc3ccccc3nc21,11,0.7,-1,94,1.4,-3,56*,-1,-1,0.1
CCN(CC)c1ccc(/C=C2/C(=O)c3ccc(C(=O)O)cc3C2=O)cc1,-1,0.0,-1,202,-4.4,-3,-14,6,3,-2.3
O=C(Nc1ccccc1)C1=C[C@H](c2csc3ccccc23)C[C@H](OCc2ccc(CO)cc2)O1,13,0.4,-3,94,2.1,-8,-2,-3,5,1.0
COc1ccc(C(=O)Nc2ccc(S(=O)(=O)NC(C)(C)C)cc2)cc1[N+](=O)[O-],3,-0.1,-13,91,-2.4,2,-9,6,7,2.7
O=C(Nc1ccccc1)C1=C[C@@H](c2ccc(C(F)(F)F)cc2)C[C@@H](OCc2ccc(CO)cc2)O1,0,0.8,-9,100,0.4,-1,-15,0,7,7.1
Cn1c(=O)[nH]c(=O)c2c1nc(N1CCCCC1)n2CC(O)COc1ccccc1 (stereo not drawn),4,-0.1,-1,96,0.6,0,12,-4,-4,-0.1
O=C(CSCC(=O)NC1CC1)Nc1ccc2ccccc2c1,-4,0.0,-3,103,-1.4,0,0,5,-2,0.4
O=C(CSc1nnc2n1CCCN2)c1ccc(Cl)cc1,0,-0.1,-1,96,-2.0,4,0,0,2,-0.1
Cc1cccc(OCC(=O)Nc2ccc(NC(=O)c3ccccc3)cc2)c1,0,0.1,3,104,0.7,-3,1,-1,-9,-0.2
CCc1ccc(OCC(=O)NC(NC(=S)Nc2ccccc2)C(Cl)(Cl)Cl)cc1 (stereo not drawn),14,3.7,1,100,5.0,20,-21,-22,5,-2.5
COc1cccc(NC(=S)N2CCC(Cc3ccccc3)CC2)c1,6,-0.2,0,99,-3.5,-3,-11,-17,1,-0.4
O=C(NCCN1CCC(Cc2ccccc2)CC1)C1CCCN(S(=O)(=O)c2cnc[nH]2)C1 (stereo not drawn),0,0.0,-7,100,-0.7,2,-1,-9,1,0.3
COc1ccc(C2/C(=C(/O)c3ccc(C)cc3)C(=O)C(=O)N2c2ccccn2)cc1OC (stereo not drawn),17,0.0,4,102,0.2,2,6,4,-2,-0.2
O=C(Nc1ccc(C(=O)N2CCOCC2)cc1)c1ccccc1[N+](=O)[O-],1,-0.2,-4,103,1.2,-2,-3,4,3,0.2
# Next section:
SMILES,MC4R antagonist,aDG glyco act,HTR2A ag,ABCB6 inh MLPCN,MC4R barr agon,Glyco luc inh,H9c2 protect,ABHD5-PLIN5 inh,Exocytosis inh,hiPSC survival
COc1ccccc1CN=C1NC(=O)C(CC(=O)Nc2ccc(OC)c(OC)c2)S1 (stereo not drawn),-6,0.2,2,103,-3.6,0,2,-3,2,0.0
Cn1cnc(S(=O)(=O)Nc2ccc3c(c2)OCCO3)c1,0,-0.1,0,100,-2.3,1,0,0,6,2.1
Cn1ccnc1C(O)(c1ccccc1)c1nccn1C,6,0.9,1,100,0.0,1,0,1,-3,-0.4
O=C(Nc1ccccc1)c1ccc(Cn2cc(C(F)(F)F)ccc2=O)cc1,3,-0.1,-6,105,-0.6,-2,2,-3,-2,3.9
CCCCn1c(=NC(=O)c2cccnc2)c(C#N)cc2c(=O)n3cccc(C)c3nc21,-6,0.0,2,89,-1.5,7,54*,-2,0,2.6
COc1cc2c(cc1OC)CN(C(=O)c1ccc(S(=O)(=O)N(C)c3ccccc3)cc1)CC2,-5,-0.1,-1,96,1.6,-3,9,10,1,-1.5
CCCCNC(=O)C[C@@H]1C[C@@]2(C(=O)OCC)CCC=C2N(Cc2cccc3ccccc23)C1=O,x,-0.1,-4,100,x,x,x,-3,-5,0.1
N#Cc1c(NC(=O)COC(=O)c2ccc(S(=O)(=O)N3CCCC3)cc2)sc2c1CCCCC2,8,-0.9,-2,98,-1.4,1,-3,-4,-2,1.1
Cc1ccc(C(=O)N/C(=C\c2ccc(-c3ccc(Br)cc3)o2)C(=O)NC2CCS(=O)(=O)C2)cc1 (stereo not drawn),13,0.7,0,90,3.0,-1,1,11,-6,0.2
O=C(NC1CCCCC1)C(c1cccs1)N(C(=O)c1ccco1)c1ccc2c(c1)OCCO2 (stereo not drawn),-2,-0.3,0,91,-0.3,-6,4,1,-1,-0.3
O=C(C[C@H]1C/C=C\C[C@@H](Cc2ccc(F)cc2)C(=O)OC[C@H]2CCCN2C1=O)N[C@H](CO)Cc1ccccc1,9,0.0,7,101,-1.4,-1,11,-9,-6,-0.6
O=C(Nn1cnnc1)C1CCCN1S(=O)(=O)c1ccc(F)cc1 (stereo not drawn),15,0.0,8,96,-1.4,1,5,5,-4,-0.1
CCOC(=O)NC(=O)COC(=O)Cc1cc(OC)c(OC)c(OC)c1,8,-0.2,5,88,0.8,1,-8,0,-1,-0.1
Cc1ccccc1Cc1c(C)nc2c(C(=O)NCc3ccc4c(c3)OCO4)cnn2c1C,5,0.1,6,96,0.6,-4,4,-1,4,-0.9
CCOC(=O)n1c(=O)n(Cc2ccccc2)c2ccccc21,1,-0.2,1,97,-0.3,-1,-9,-1,-2,-1.8
CCOc1ccc(NC(=O)CSC2=NN3CCCC(=O)N=C3S2)cc1,20,0.1,-3,100,-0.2,0,4,2,-1,-0.6
COc1ccc(C(=O)c2cc3cccc(OC)c3o2)cc1,-4,0.0,3,97,-1.9,-4,-14,0,1,-1.5
Cc1cc(NC(=O)c2ccc(Br)cc2)nc(C)n1,-2,0.0,-1,97,-1.6,0,-2,3,-2,-0.1
COc1cccc(OC)c1C(=O)Nc1cc(Cl)ccc1N1CCOCC1,12,0.8,-3,105,-0.7,0,7,6,-1,7.1
CC1=C(C(=O)OCc2ccccc2)C(c2ccc(C(F)(F)F)cc2)NC(=O)N1CCCCCC(=O)O (stereo not drawn),7,-0.2,-1,99,-1.2,5,-8,1,16,-2.4
CCc1nnc(NC(=O)C2CC(=O)N(C3CCCCC3)C2)s1 (stereo not drawn),0,-0.3,3,100,0.2,-1,-4,-13,-1,-0.2
O=C(CSc1nc2c([nH]c3ccccc32)c(=O)n1-c1ccccc1)N1CCOCC1,1,1.4,2,104,-0.1,-1,4,-16,0,0.0
Cc1ccc(-c2cc(C(=O)Nc3cc(C(=O)O)ccc3C)c3ccccc3n2)cc1,16,0.4,3,109,-0.3,0,-11,-1,1,-0.9
COc1cccc(N2CCN(C(=O)c3ccc(Cl)c(S(=O)(=O)N4CCCCCC4)c3)CC2)c1,5,-0.3,0,99,-0.5,0,1,-2,18,5.1
COc1ccc2oc(=O)c(C(=O)Nc3ccccc3-c3ccccc3)cc2c1,-2,-0.1,-2,92,-1.2,7,21,1,24,-0.9
# (list continues)
SMILES,MC4R antagonist,aDG glyco act,HTR2A ag,ABCB6 inh MLPCN,MC4R barr agon,Glyco luc inh,H9c2 protect,ABHD5-PLIN5 inh,Exocytosis inh,hiPSC survival
O=C(CSc1nccn1Cc1ccccc1)NC1CCCC1,0,0.1,10,100,-2.0,0,4,-4,-1,0.1
CC(C)(C)n1c(O)c2n(c1=O)Cc1ccccc1N=C2c1ccccc1,x,-0.1,-4,96,x,0,6,4,-3,-0.6
COc1ccc(CCc2ccc3ccccc3n2)cc1,2,0.4,-4,92,-1.4,-3,-7,0,-1,-2.6
Cc1cc(Br)cn2c(Cc3ccccc3)c(-c3ccc(C#N)cc3)nc12,x,-0.2,-4,106,x,-3,1,-14,-1,-2.7
O=C(NCCc1cccs1)C1CC(c2c(Cl)cccc2Cl)=NO1 (stereo not drawn),8,-0.1,-5,94,-0.2,2,0,-10,-2,-1.4
Cc1ccc(CNC(=O)CCS(=O)(=O)c2ccc3c(c2)NC(=O)CO3)cc1,2,-0.2,-5,94,-1.5,-1,0,-5,-3,0.1
Cc1ccccc1SC1CCN(Cc2nc(C3CC3)no2)CC1,10,-0.1,-3,99,2.3,-3,2,-5,-10,2.4
CNS(=O)(=O)c1ccc2ccccc2c1,6,-0.1,-2,94,0.9,1,3,-1,-4,0.1
Cc1ccc(NC(=O)NC2OC(=O)c3ccccc32)cc1 (stereo not drawn),-5,-0.1,3,94,-0.9,1,-1,-4,2,1.2
Cc1cccc(-n2nc3c(c2NC(=O)C(C)C)CSC3)c1,2,-0.1,4,89,1.2,-2,-5,1,3,-0.2
O=C(Nc1cccc2nsnc12)c1cccnc1Cl,8,-0.2,7,98,-1.1,1,5,2,1,-0.7
Cc1cccc(NC(=S)N2CCCCC2)c1,12,-0.1,5,105,-0.7,-1,-3,-2,-4,1.1
CCCC(=O)c1cc2c(cc1NC(=O)CC)OCCO2,-1,-0.3,-6,102,1.5,1,4,-9,-13,-1.3
O=C(NNC(=O)C12CC3CC(CC(C3)C1)C2)c1ccccc1[N+](=O)[O-],-2,-0.1,-2,103,-1.8,-1,-1,8,1,0.7
CCC1NC(=O)c2cccnc2-n2c1nc1cc(OC)c(OC)cc1c2=O (stereo not drawn),-1,0.0,-4,101,-0.1,2,8,3,1,-0.6

# Single entries from the list.
# `Cc1ccccc1SC1CCN(Cc2nc(C3CC3)no2)CC1` in Exocytosis inh is entered as -10
# `Cc1cc(Br)cn2c(Cc3ccccc3)c(-c3ccc(C#N)cc3)nc12` in hiPSC survival is entered as -2.7
